High-throughput results: PubChem BioAssay, National Center for Advancing Translational Sciences (NCATS)
B2AR arrestin: recruits beta-arrestin to the human beta2-adrenergic receptor. beta-arrestin recruitment to beta2AR, cell-based reporter. P07550. 330,000 tested, 0.02% active. Potency, µM (top dose mostly 46.1 µM), inactives show top-dose activation, hits mostly activators;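 also: potency is read from the fitted curve at half-maximal effect; 0% = DMSO controls and full agonism = EC100 isoproterenol or metaproterenol; nearly all actives have a fitted effect of over 65% in size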
Target sequence (P07550 whole entry, looked up): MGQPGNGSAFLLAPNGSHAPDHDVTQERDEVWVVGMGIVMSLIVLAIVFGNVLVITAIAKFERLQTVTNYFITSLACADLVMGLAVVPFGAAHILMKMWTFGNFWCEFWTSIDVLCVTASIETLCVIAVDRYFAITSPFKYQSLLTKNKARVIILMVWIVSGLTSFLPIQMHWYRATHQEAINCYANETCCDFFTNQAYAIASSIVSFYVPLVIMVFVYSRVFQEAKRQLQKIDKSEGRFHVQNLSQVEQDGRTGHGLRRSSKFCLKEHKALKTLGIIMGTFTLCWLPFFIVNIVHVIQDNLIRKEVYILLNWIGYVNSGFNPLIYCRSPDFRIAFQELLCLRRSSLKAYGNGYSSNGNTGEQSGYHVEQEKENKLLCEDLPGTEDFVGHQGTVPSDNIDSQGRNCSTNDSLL
BCR signal inh: blocks chronic active B-cell receptor signaling; ABC-DLBCL IkBa-CBG/CBR reporter, luminescence ratio, 4 h; Potency, µM (series often up to 46.1 µM), for the others: top-dose ratio change, negative = lower green/red ratio, usual class: inhibitors; 340,000 tested, 0.05% active; AID 493014; active = well fitted inhibition curve with a large enough effect in the signal ratio, with a control signal flat, not every such curve was filed as active; inconclusive = small, poorly fitted or top-dose-only effect, or effect the other way, or a change in a side signal; the % refers to the signal ratio;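 also: potency is read from the fitted curve at half-maximal effect; plate controls were basal doxycycline-induced cells for no effect and cells given 10 µM MG132 for full effect; MG132 reads +100%, hits lower the ratio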
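Compounds up to 46 uM were incubated four hours with TMD8 cells whose green CBG68 luciferase is fused to IkappaBalpha; red CBR luminescence normalised the signal, and concentration-effect curves were fitted to fusion, red and ratio data.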
a7 integrin act: activates integrin-mediated alleviation for muscular dystrophy | alpha7betagal myoblasts, beta-gal FDG fluorescence, 48 h | 350,000 tested, 0.064% active | Potency, µM (top dose mostly 38.3 µM), inactives show at the highest dose activation, usual class: activators;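 also: potency is read from the fitted curve at half-maximal effect; 100% = response of the positive control SU9516; nearly all actives have a fitted effect of over 60% in size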
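Alpha7betagal+/- myoblasts (passage 13) were plated 16-24 hr, then exposed to compounds (1:260 dilution of DMSO stock) for 48 hours at 37C. After MPER lysis, β-galactosidase reporter activity was read as FDG fluorescence (ex 480/em 540) after 30 minutes.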
TSG101-PTAP inh: blocks PTAP/TSG101 interaction to inhibit HIV-1 budding. Q99816. Fluorescence polarization, FITC-PTAP peptide / Tsg101 binding. Potency, µM (titrated, usually from 115 µM), for inactives: at the highest dose activity change, negative = inhibition, most hits filed as inhibitors. 340,000 tested, under 10 active; active = well fitted inhibition curve with a large enough effect in the main read-out, with a control signal flat, not every such curve was filed as active; inconclusive = small, poorly fitted or top-dose-only effect, or effect the other way, or a change in a side signal; inactive = no such curve, though single readings can be large or run the other way; also: potency is read from the fitted curve at half-maximal effect; % of control where 0% means no effect
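Fluorescence polarization binding of Tsg101 binding domain (10 uM final) to FITC-labeled PTAP peptide (50 nM final) in HEPES pH 7.5 buffer with NaCl, Tween 20, EDTA, TCEP. Compounds added before peptide; binding 20 min at RT.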
GALK inhibitor: inhibitors of human galactokinase; P51570; Purified GALK, Kinase-Glo residual ATP luminescence; Potency, µM (top dose mostly 57.5 µM), without a hit: at the highest dose activity change, negative = inhibition, most hits filed as inhibitors; 270,000 tested, 0.007% active; AID 1868; also: potency is read from the fitted curve at half-maximal effect; % is scaled to controls: 0 for no effect and ±100 for the full control effect
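Human GALK (5 nM) with 35 uM ATP and 100 uM galactose in 20 mM HEPES pH 8.0, 5 mM MgCl2, 60 mM NaCl, 1 mM DTT, 0.01% BSA. After 1 h at room temperature, leftover ATP was read by Kinase-Glo Plus luminescence.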
S-ASM inh: blocks human secretory acid sphingomyelinase. P17405. placental ASM, HMU-PC fluorogenic substrate, 60 min. Potency, µM (top dose mostly 57.5 µM), without a hit: at the highest dose activity change, negative = inhibition, most hits filed as inhibitors. 340,000 tested, 0.006% active; also: potency is read from the fitted curve at half-maximal effect
Target sequence (P17405 47-631 limits assumed): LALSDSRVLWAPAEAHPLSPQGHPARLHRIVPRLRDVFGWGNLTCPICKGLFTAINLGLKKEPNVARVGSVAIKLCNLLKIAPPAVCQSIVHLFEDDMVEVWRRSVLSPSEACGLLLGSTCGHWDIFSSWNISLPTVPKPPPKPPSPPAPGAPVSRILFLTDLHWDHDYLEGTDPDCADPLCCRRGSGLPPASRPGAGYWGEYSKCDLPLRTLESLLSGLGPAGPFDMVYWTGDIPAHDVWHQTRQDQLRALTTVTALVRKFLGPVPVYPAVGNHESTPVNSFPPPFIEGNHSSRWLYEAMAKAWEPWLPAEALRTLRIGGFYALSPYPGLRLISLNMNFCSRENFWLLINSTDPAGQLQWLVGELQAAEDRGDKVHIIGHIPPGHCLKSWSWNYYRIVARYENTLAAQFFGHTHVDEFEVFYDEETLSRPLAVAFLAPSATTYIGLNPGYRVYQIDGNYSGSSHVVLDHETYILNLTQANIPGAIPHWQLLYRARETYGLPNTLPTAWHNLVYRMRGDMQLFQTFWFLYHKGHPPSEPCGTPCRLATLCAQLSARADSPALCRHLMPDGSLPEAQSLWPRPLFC
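qHTS format. ASM enzyme prepared from human placenta hydrolyses the fluorogenic substrate HMU-PC0 (9 uM final) over 60 min at 37 °C after a 10 min compound preincubation.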
Menin MLL FP TR: menin-MLL binding inhibition, Texas Red mutant peptide. Menin + Texas Red MLL mutant peptide, fluorescence polarization. 270,000 tested, 0.23% active. AID 1768. Potency, µM (titrated, usually from 61.6 µM), for inactives: at the top dose FP activity change, negative = inhibition, most hits filed as inhibitors; active = well fitted inhibition curve with a large enough effect in the polarisation, with a control signal flat, not every such curve was filed as active; inconclusive = small, poorly fitted or top-dose-only effect, or effect the other way, or a change in a side signal; inactive = no such curve, though single readings can be large or run the other way; the % refers to the polarisation; also: potency is read from the fitted curve at half-maximal effect; % of control where 0% means no effect; many of its hits are not listed in these tables
Tb PFK inh: blocks T. brucei phosphofructokinase | T. brucei PFK, ADP-Glo luminescence | Potency, µM (highest dose often 57.5 µM), for the others: at the top dose activity, negative = inhibition, most hits filed as inhibitors | 330,000 tested, 0.17% active | O15648;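 also: potency is read from the fitted curve at half-maximal effect; 0% = uninhibited 1x PFK enzyme wells and -100% = no-enzyme wells; nearly all actives have a fitted effect of over 60% in size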
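1.25 nM PFK with 0.5 mM F6P and 0.1 mM ATP in 0.1 M TEA pH 8.0, 5 mM MgCl2, incubated 45 min at room temperature; ADP measured by ADP-Glo luminescence; compounds titrated up to 57 uM.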
Giardia kill: Giardia lamblia killing; Giardia lamblia trophozoite viability; activity change, % at 7.66 µM, hits read low; 340,000 tested, 0.15% active; AID 540267; in the data active = activity change below about -80%; inconclusive = between about -30% and that limit;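 also: parasites exposed to compound for two days anaerobically before the ATP read; % is scaled to controls: 0 for no effect and ±100 for the full control effect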
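Compounds were tested on trophozoites seeded at 100 cells/well and held 48 hrs at 37 deg C anaerobically. An ATP-based luminescent kit measured the remaining live cells.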
PKM2 activator: activators of human pyruvate kinase M2 | Potency, µM (doses to about 57.5 µM), inactives show at the top dose activation, actives largely listed as activators | 260,000 tested, 0.34% active | purified PKM2, Kinase-Glo ATP luminescence, activation; response scale: 0% is enzyme alone, no compound | P14618 | AID 1631; also: potency is read from the fitted curve at half-maximal effect; % is scaled to controls: 0 for no effect and ±100 for the full control effect; nearly all actives have a fitted effect of over 55% in size
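Purified hPK-M2 (>95% pure) converted ADP (0.1 mM final) to ATP with 0.5 mM PEP in 50 mM imidazole pH7.2, KCl, MgCl2, Tween 20, BSA; 1 h at room temperature. ATP detected by Kinase-Glo luminescence.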
FBPA coupling cs: counter-screen for Giardia aldolase inhibitors: coupling enzyme system. coupling enzyme system counterscreen, AmpLite Red fluorescence. activity change, negative = inhibition, % at 58.2 µM, hits read low. 290,000 tested, 0.67% active; in the data active = activity change below about -30%; also: % is scaled to controls: 0 for no effect and ±100 for the full control effect
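Counterscreen lacking aldolase: glyceraldehyde-3-phosphate coupling-enzyme reagent preincubated 10 min at RT with compound (at 57.5 uM final), then substrate/coupling system with AmpLite Red added; fluorescence read at 525/598 nm after 20 min RT.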
* hit, by the source's call; ? = inconclusive; . = no result given; [ ] = dose if it differs, or a comment. Unless noted, calls follow the shape of the dose curve; as a rule, active = well fitted curve in the direction sought with a large enough effect; inconclusive = small, poorly fitted or top-dose-only effect, or another doubt; inactive = no such curve, though single readings can be large; an effect the other way counts as inactive or inconclusive. These rows are one share of the data; rates above refer to the full screens.

SMILES	B2AR arrestin	BCR signal inh	a7 integrin act	TSG101-PTAP inh	GALK inhibitor	S-ASM inh	Menin MLL FP TR	Tb PFK inh	Giardia kill	PKM2 activator	FBPA coupling cs
COC(=O)c1ccccc1NC(=O)CSc1nc(N)cc(=O)[nH]1	-0.3%	0%	11%	-2%	11%	-1%	-1%	-13%	24	11%	2
CCn1c(SCC(=O)NNC(=S)Nc2ccc(C)cc2)nnc1-c1ccc(Cl)cc1	0.0%	10%	7%	-1%	2%	-3%	7%	-4%	19	-3%	6
COc1cc(NC(=O)Nn2cnnc2)cc(OC)c1OC	-0.3%	-1%	14%	0%	-2%	0%	8%	2%	16	-2%	-3
CCN1CCN(Cc2ccc(OCc3ccccc3)cc2)CC1	-0.1%	?	-11%[7.66 µM]	3%	-1%	-4%	?	-21%	7	0%	1
COc1ccc(NC(=O)N(C)C[C@H]2Oc3ccc(NC(=O)CCN4CCOCC4)cc3C(=O)N([C@H](C)CO)C[C@@H]2C)cc1	0.1%	0%	9%	-3%	.	3%	.	3%	0	.	.
COc1cccc(N2CCN(C(=O)c3cn(Cc4ccccc4)nc3-c3cccnc3)CC2)c1	-0.8%	-14%	-36%[inhibitor]	-5%	.	1%	.	0%	?	.	.
Cc1[nH]c2ccccc2c1C1=CN2CCS(=O)(=O)N=C2S1	-1.2%	-2%	-9%	-2%	-1%	-2%	0%	5%	0	-1%	-13
Cc1ccc(-n2nc3c(=O)n(CC(=O)NC(C)CCc4ccccc4)nc(C)c3c2C)cc1 (centres undefined)	0.2%	4%	4%	-7%	2%	-1%	3%	0%	-6	.	1
O=C(CSc1nnc(SCc2cccc3ccccc23)s1)c1ccc2c(c1)OCO2	-0.4%	15%	22%	-1%	6%	5%	?	3%	-9	2%	1
CCOc1ccc(N2C(=O)CC(C(C)c3ccccc3)C2=O)cc1 (centres undefined)	-0.9%	6%	19%	0%	1%	1%	-5%	5%	-9	-2%	2
CCOc1ccccc1NC(=O)n1ncc2c(C)cccc21	4.0%	1%	24%	0%	4%	-6%	-6%	-3%	-16	.	1
COc1cccc(/C=N/NC(=O)c2ccoc2C)c1O	0.5%	?	25%	-1%	15%	4%	.	-12%	0	-52%	1
COc1ccc(C)cc1NC(=O)C(=O)c1cn(CC(=O)N2CCCC2)c2ccccc12	0.6%	?	-26%	.	-1%	-8%	.	2%	3	-1%	.
Cc1cccc(N(C(=O)c2snc(C(N)=O)c2N)C(C(=O)NC2CCCC2)c2ccco2)c1 (centres undefined)	0.3%	21%	7%	-9%	9%	.	14%	2%	18	-2%	0
C/C(=N\NC(=O)CO/N=C(\C)c1cccs1)c1ccc(N)cc1	0.3%	?	31%	-3%	1%	-2%	.	3%	-5	2%	1
COc1ccc(CCNC(=O)COc2cc(O)c3c(c2)OC(C)(C)CC3=O)cc1OC	-0.2%	-24%	-20%	-1%	.	4%	1%	3%	10	-1%	-2
CCc1cccc2c(C=C(C#N)C#N)cn(CC(=O)N3CCCCC3)c12	-0.5%	-3%	26%	1%	-5%	48%[activator]	.	2%	2	2%	2
O=C(NN=C1CCCCCC1)c1ccc(Cl)s1	0.5%	?	?	-2%	2%	-1%	-19%	-4%	-10	4%	1
CN(C)c1ccc(C(=S)N2CCN(c3ccc([N+](=O)[O-])cc3)CC2)cc1	-0.2%	-10%	-3%	-8%	0%	15%	.	12µM*	3	-7%	-30*
C/C(=N\N1CCN(c2ccc(Cl)cc2)CC1)c1cccc([N+](=O)[O-])c1	0.1%	11%	-13%	1%	2%	-8%	10%	-12%	-26	0%	0
O=C(CCCc1nc2ccccc2s1)N1CCN(c2ccccc2)CC1	-1.0%	0%	-18%	0%	.	0%	-13%	-14%	59[activator]	?	2
CCCCOc1ccc(C(C)NC(=O)CCS(=O)(=O)Cc2ccc(Cl)cc2)cc1 (centres undefined)	0.2%	3%	25%	0%	-2%	4%	?	10%	-7	11%	3
COc1ccc(CNC(=O)C2CC(C)=CCC2C(=O)O)cc1 (centres undefined)	-1.1%	4%	?	-5%	-1%	1%	-22%	8%	20	.	-1
CCCCS(=O)(=O)N1CCN(S(=O)(=O)c2cccs2)CC1	-0.3%	3%	0%	-3%	-2%	1%	.	8%	-7	23%	.
O=C1CC(=O)N(Cc2ccco2)C(=S)N1	0.1%	2%	6%	2%	1%	0%	49%[activator]	21µM*	-14	-1%	-23
CCOc1ccc(NC(=O)CC2C(=O)NCCN2C(=O)Nc2ccccc2)cc1 (centres undefined)	-0.3%	?	-18%	-4%	-5%	2%	6%	0%	-1	3%	2
COc1ccc(NC(=O)C(C/C=C(/C)Cl)C(C)=O)cc1 (centres undefined)	-0.3%	?	8%	-4%	0%	-1%	30%[activator]	-5%	4	3%	0
CCOCC(O)CSCc1ccc(Cl)cc1 (centres undefined)	.	.	15%	1%	1%	3%	9%	.	22	-9%	4
O=C(O)c1cc(-c2cccs2)nc2ccc(Br)cc12	-0.7%	0%	.	.	-2%	.	64%[activator]	-8%	.	.	-15
CCC(C)N1C(=O)/C(=C/c2c(NCCCOC(C)C)nc3c(C)cccn3c2=O)SC1=S (centres undefined)	-0.5%	4%	4%	?	-2%	-16%	?	-2%	11	-3%	-7
Cc1nn(Cc2ccc(Cl)cc2)c(C)c1NC(=O)c1cc(-c2ccc3c(c2)OCO3)on1	-0.6%	-1%	-38%	-4%	0%	-2%	-1%	0%	-3	4%	3
Cc1ccc(N(CC(=O)NC2CCCC2)C(=O)CCC(=O)Nc2nccs2)cc1C	-0.2%	4%	27%	1%	0%	-1%	.	0%	-3	.	-1
O=C(c1cnc(Cl)c(Cl)c1)N1CCC(Cc2ccccc2)CC1	-0.1%	3%	-24%	-1%	16%	-2%	?	-1%	0	0%	3
Nc1ccc(Nc2ccc([N+](=O)[O-])cc2[N+](=O)[O-])cc1	0.3%	-1%	18%	-7%	0%	-12%	?	0%	19	0%	-1
Cc1cc(/C=C2/SC(=S)N(c3ccc([N+](=O)[O-])cc3)C2=O)c(C)n1-c1cccnc1	1.4%	0%	-31%[inhibitor]	-10%	.	?	?	-1%	?	3%	0
Cc1ccc(S(=O)(=O)NNC(=S)Nc2ccc(Cl)cc2)cc1	-0.2%	?	-9%	1%	-1%	-1%	.	-6%	12	-7%	8
COc1ccccc1C(=O)Nc1nnc(SCC(=O)NC2CCCC2)s1	-0.4%	1%	-19%	1%	-6%	2%	.	0%	-3	-1%	.
COC(=O)[C@@]12OC[C@]34[C@H]([C@@H](O)[C@@H]1O)[C@@]1(C)C(=O)C(O[C@@H]5OC(CO)[C@@H](O)[C@@H](O)[C@@H]5O)=C[C@@H](C)[C@@H]1C[C@H]3OC(=O)[C@H](OC(=O)/C=C(\C)C(C)(C)OC(C)=O)[C@@H]24 (some centres undefined)	-0.1%	?	-41%	0%	.	45%[activator]	.	0%	?	.	.
CCOC(=O)c1ccc(Nc2ncnc3ccc(C)cc23)cc1	-0.1%	1%	-2%	-1%	0%	12%	23%	5%	-23	1%	1
CCN(CC)CCCC(C)NC(=O)c1c(NC(=O)c2ccccc2)sc2c1CCCC2 (centres undefined)	-1.0%	?	-12%	-1%	-1%	6%	?	0%	4	5%	-1
S=C(NCc1cccs1)Nc1cccc(Cl)c1	-0.2%	?	32%[7.66 µM]	-2%	0%	-1%	47%[activator]	-5%	12	1%	0
COc1ccc(C(CNC(=O)C2CC(=O)N(Cc3ccccc3)C2)N2CCCC2)cc1 (centres undefined)	0.0%	1%	5%	-1%	.	7%	.	0%	10	.	.
CCOC(=O)N1CCN(C(=O)c2cc(-c3ccc(F)cc3)[nH]c2C)CC1	0.0%	-15%	-43%	-6%	5%	-3%	?	1%	18	0%	6
CCOc1ccc(CCNC(=O)COC(=O)COc2ccc(Br)cc2)cc1OCC	-0.5%	1%	?	-6%	-2%	-2%	.	3%	14	-6%	.
CCS(=O)(=O)N1CCCC(C(=O)Oc2ccc(Br)cc2)C1 (centres undefined)	0.1%	2%	31%	-1%	6%	-1%	30%	-2%	-20	-3%[11.5 µM]	2
COc1ccc(S(=O)(=O)N(C)c2ccc(C(=O)Nc3c(C)n(C)n(-c4ccccc4)c3=O)cc2)cc1	-0.2%	-4%	6%	-3%	-2%	5%	1%	-1%	-12	1%	0
O=C(COC(=O)COc1ccccc1F)NCc1ccco1	-0.1%	1%	-14%	-1%	.	1%	.	-3%	-14	.	.
